# Source: PubChem (several laboratories)
# STK33 kinase inh – inhibitors of human STK33 kinase; Q9BYT3; purified STK33, MBP phosphorylation, ADP-Glo luminescence; inhibition, % at 10 µM; 320,000 compounds, 0.073% hits;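 active = inhibition at or above 25%, using the most active replicate where run in duplicate; inactive = inhibition below 25%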
# Target sequence (Q9BYT3 whole entry, looked up): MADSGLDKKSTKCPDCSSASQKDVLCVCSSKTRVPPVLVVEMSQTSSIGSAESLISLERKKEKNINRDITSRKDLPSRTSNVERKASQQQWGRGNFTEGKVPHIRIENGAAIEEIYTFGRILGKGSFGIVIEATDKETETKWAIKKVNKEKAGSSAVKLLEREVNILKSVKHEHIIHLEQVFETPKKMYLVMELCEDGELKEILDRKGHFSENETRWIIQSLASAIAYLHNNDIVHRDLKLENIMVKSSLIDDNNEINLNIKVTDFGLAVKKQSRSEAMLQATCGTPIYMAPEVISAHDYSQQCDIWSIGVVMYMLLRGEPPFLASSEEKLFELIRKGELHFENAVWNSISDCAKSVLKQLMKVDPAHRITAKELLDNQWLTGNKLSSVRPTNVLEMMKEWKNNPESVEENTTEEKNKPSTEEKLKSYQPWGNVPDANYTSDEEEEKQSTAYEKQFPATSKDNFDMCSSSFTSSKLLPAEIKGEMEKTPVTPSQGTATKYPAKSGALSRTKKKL
# CHT PAM – human CHT allosteric activation; Q9GZV3; CHT-expressing cells, membrane potential dye, choline EC20; stronger effect = higher value; LV-AA mutant CHT in HEK293 cells; B-score at 10 µM; 310,000 compounds, 0.49% hits; AID 488977;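 active = initial fluorescence not abnormally high and integrated response B-score, plate-corrected, over 3 SD above library mean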
# Target sequence (Q9GZV3 whole entry, looked up): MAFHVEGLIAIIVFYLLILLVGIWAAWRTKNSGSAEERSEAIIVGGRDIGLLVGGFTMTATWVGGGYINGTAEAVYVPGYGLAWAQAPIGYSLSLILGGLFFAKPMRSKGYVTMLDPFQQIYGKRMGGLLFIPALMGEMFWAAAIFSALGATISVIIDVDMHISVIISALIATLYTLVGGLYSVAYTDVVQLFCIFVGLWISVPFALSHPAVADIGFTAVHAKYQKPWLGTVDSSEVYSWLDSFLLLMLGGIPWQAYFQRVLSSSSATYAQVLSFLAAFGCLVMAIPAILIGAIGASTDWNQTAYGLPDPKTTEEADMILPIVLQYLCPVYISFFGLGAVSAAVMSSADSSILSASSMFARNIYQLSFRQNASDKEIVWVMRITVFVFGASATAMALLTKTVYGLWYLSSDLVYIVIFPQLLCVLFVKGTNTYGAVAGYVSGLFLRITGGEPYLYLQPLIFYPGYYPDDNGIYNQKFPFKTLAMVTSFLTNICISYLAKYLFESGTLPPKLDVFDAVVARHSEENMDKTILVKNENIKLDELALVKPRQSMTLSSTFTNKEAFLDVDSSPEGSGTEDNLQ
# CHT block – inhibitors of human choline transporter CHT. B-score at 10 µM. CHT-expressing cells, membrane potential dye, choline response; stronger effect = lower value. Q9GZV3. 310,000 compounds, 0.86% hits;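 active = B-score over 3 SD under the library average, and starting fluorescence ratio not unusually high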;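 note: choline stimulus applied at its EC90 after an EC20 pre-addition; B-score computed on integrated fluorescence ratio after choline addition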
# The depositor's hits bear a star; i = inactive; . = not tested or not shown.
nr	mol	STK33 kinase inh	CHT PAM	CHT block
1	COc1cc(NC(=O)c2nccn2C)cc(C(=O)Nc2cccc(C(F)(F)F)c2)c1	-0.4	i	i
2	Cc1ccn(C(=O)c2cc3c(C)nn(-c4ccccc4)c3s2)n1	-1.5	i	i
3	Cc1ccc(OCC(=O)Nc2ccc(S(=O)(=O)N(C)C3CCN(C)CC3)cc2)c(C)c1	-0.7	i	i
4	O=[N+]([O-])c1cc(Cl)cc(C2=NCCN2)c1	-0.4	i	i
5	COc1cc(C(=O)OCC(=O)Nc2cc(S(=O)(=O)N3CCOCC3)ccc2C)ccc1OCC(C)C	-0.6	i	i
6	Cc1ccc2cc(/C=N/NC(=O)CN3CCOCC3)c(Cl)nc2c1	-0.7	i	i
7	COc1ccc(CNC(=O)CN(C(=O)c2snc(C(N)=O)c2N)c2cccc(F)c2)cc1	-0.9	i	i
8	Cc1ccc(NC(=S)N2CCN(S(=O)(=O)c3ccc(C)cc3)CC2)cc1	-0.7	i	i
9	COC(=O)C1=C(C)N(c2ccccc2)/C(=C/c2cccs2)C1=O	0.2	i	i
10	CCOC(=O)C(=O)NNc1ccccc1C	-3.8	i	i
11	COc1ccc(CSc2nc(C)[nH]c2[N+](=O)[O-])cc1[N+](=O)[O-]	-1.6	i	i
12	Cc1cc(C(=O)NNC(=O)c2sccc2C)c(C)o1	-0.8	i	i

# Arranged by number of heavy atoms (falling): three of the compounds above.
nr	mol	STK33 kinase inh	CHT PAM	CHT block
6	Cc1ccc2cc(/C=N/NC(=O)CN3CCOCC3)c(Cl)nc2c1	-0.7	i	i
9	COC(=O)C1=C(C)N(c2ccccc2)/C(=C/c2cccs2)C1=O	0.2	i	i
11	COc1ccc(CSc2nc(C)[nH]c2[N+](=O)[O-])cc1[N+](=O)[O-]	-1.6	i	i

# The results go on.
nr	mol	STK33 kinase inh	CHT PAM	CHT block
13	CC(C)CCN1C(=O)c2ccccc2C1C(=O)NCc1cccnc1 (stereo not given)	-0.9	i	i
14	O=c1[nH]c(C2CCN(S(=O)(=O)c3ccccc3C(F)(F)F)CC2)nc2c1nnn2Cc1ccccc1	-0.2	i	i
15	O=C(O)c1cccnc1SC1CC(=O)N(Cc2ccccc2)C1=O (stereo not given)	-1.8	i	i
16	O=C1CC(c2ccccc2)c2cccc(F)c21 (stereo not given)	-1.4	i	i
17	Cn1c(=O)n(C)c2cc(NS(=O)(=O)c3ccccc3[N+](=O)[O-])ccc21	0.7	i	i
18	COc1ccc(CNC(=O)c2cc(C)nc3ccccc23)cc1OC	-1.3	i	i
19	COC(=O)C1=C(C)N(c2ccc(OC)cc2)C(C)=C(C(=O)OC)C1c1ccccc1	0.0	i	i
20	Cc1ccc(C(=O)CSc2nnc(-c3ccccc3N)n2C)cc1	-2.1	i	i
21	COc1ccc(/C=N/N=C2\CC3CCC2(C)C3(C)C)cc1O (stereo not given)	-1.4	i	i
22	Oc1c(Br)cc(Br)cc1CNc1ccccn1	-0.8	i	i
23	N/C(=N\OC(=O)c1cccs1)C1(c2ccc(Cl)cc2Cl)CC1	-0.3	i	i
24	Cc1cccc(-c2nnc(SCC(=O)Nc3nc4c(s3)CCCC4)n2C)c1	1.0	i	i
25	CCSC1=N/C(=C\c2cccnc2)C(=O)N1c1ccccc1	-0.5	i	i
26	CC(=O)N(Cc1c(C#N)c2ccccc2n1C)c1ccccc1	-0.5	i	i
27	O=C(CN(C(=O)CCC(=O)Nc1nccs1)c1cccc(F)c1)NCc1ccc2c(c1)OCO2	-1.6	i	i
28	CN(Cc1ccc(F)cc1)C(=O)c1cc(COc2ccc(F)cc2F)on1	-1.5	i	i
29	COc1cnn(-c2cc(Oc3ccc(C)cc3)ncn2)c(=O)c1Cl	0.3	i	i
30	CC1=CC(C)(C)N(C(=O)CSc2ncn[nH]2)c2ccccc21	-1.6	i	i
31	COCCCN=C1NN=C(c2cc(C)n(Cc3ccco3)c2C)CS1	-0.4	i	i
32	COC(=O)[C@@H](NC(=O)c1ccccc1)[C@@H](C)O	0.0	i	i
33	O=C(CSc1nccc(=O)[nH]1)NC1CCCc2ccccc21 (stereo not given)	-0.6	i	i
34	CC(=O)c1ccc(NC(=O)CN2CCN(c3ccccc3)CC2)cc1	-0.2	i	i
35	Cc1ccc(NC(=O)NNS(=O)(=O)c2ccc(Br)cc2)cc1	-0.4	i	i
36	CCSC1=NCCN1C(=O)c1ccc(S(=O)(=O)N(C)C)cc1	-1.0	i	i

# Entries above that have a CF3 group (two):
nr	mol	STK33 kinase inh	CHT PAM	CHT block
1	COc1cc(NC(=O)c2nccn2C)cc(C(=O)Nc2cccc(C(F)(F)F)c2)c1	-0.4	i	i
14	O=c1[nH]c(C2CCN(S(=O)(=O)c3ccccc3C(F)(F)F)CC2)nc2c1nnn2Cc1ccccc1	-0.2	i	i

# New compounds follow
nr	mol	STK33 kinase inh	CHT PAM	CHT block
37	CC(C)CCNC(=O)C(c1ccncc1)N(C(=O)Cn1nnc(-c2ccc(F)cc2)n1)c1ccccc1F (stereo not given)	-1.1	i	i
38	Cc1ccc(Sc2ncccc2C(=O)NC2CCCCCC2)cc1C	-1.0	i	i
39	Cc1ccc2nsnc2c1S(=O)(=O)N1CCOCC1	-0.3	i	i
40	CC(C)OC(=O)NS(=O)(=O)c1cccc([N+](=O)[O-])c1	-1.3	i	i
41	COc1ccc(OC)c(S(=O)(=O)N2c3ccccc3CC2C)c1 (stereo not given)	-2.1	i	i
42	O=S(=O)(c1ccc(Br)cc1)c1nc(-c2ccco2)oc1NCC1CCCO1 (stereo not given)	-1.5	i	i
43	CCCOc1ccc(/C(O)=C2/C(=O)C(=O)N(CCN(C)C)C2c2ccco2)cc1 (stereo not given)	-0.7	i	i
44	COc1ccc(-c2ccc(Nc3ccc(C(=O)N4CCOCC4)cc3)nn2)cc1OC	-1.0	i	i
45	O=C1C2C3C=CC(C4CC34)C2C(=O)N1/N=C/c1c[nH]c2ccccc12 (stereo not given)	-0.8	i	i
46	COc1ccc(/C=C/C(=O)NCCN=C2NS(=O)(=O)c3ccccc32)cc1	2.4	i	i
47	O=C(C1=C[C@@H](C2CCCCC2)C[C@@H](OCCCCO)O1)N1CCN(Cc2ccc3c(c2)OCO3)CC1	-0.2	i	i
48	Cc1ccc(-n2c(C)cc(C)c(C#N)c2=O)cc1	-3.2	i	i
49	COc1ccc2oc(C(=O)NCCc3ccccc3)c(C)c2c1	-0.8	i	i
50	CCC(C(=O)OCC(=O)NC(=O)NC(C)(C)C)c1ccccc1 (stereo not given)	1.4	i	i
51	CCC(=O)NC(=S)Nc1ccccc1C(F)(F)F	1.0	i	i
52	CC1CN(S(=O)(=O)c2ccc(C(=O)Nc3nccs3)cc2)CC(C)O1 (stereo not given)	-1.6	i	i
53	CCOC(=O)c1c(C)nc(C)c(C(=O)OCC)c1-c1ccc(O)c(OC)c1	-1.3	i	i
54	CC(NC(=O)C1CC1)C(c1cccs1)N1CCOCC1 (stereo not given)	0.5	i	i
55	CN(Cc1cccnc1)C(=O)CNC(=O)COc1ccccc1	4.8	i	i
56	Nc1nnc(-c2cccc(F)c2)s1	2.4	i	i
57	CCOC(=O)c1ccccc1NC(=S)N1CCC(C)CC1	-4.2	i	i
58	CCn1c(C(=O)N2CCC(C(=O)NCc3cccs3)CC2)cc2sccc21	-2.4	i	i
59	CC1CCN(C(=O)CN(Cc2ccc(Cl)cc2)S(C)(=O)=O)CC1	-0.7	i	i
60	Cc1cc(C)c(S(=O)(=O)c2ccccc2)c(N2CCOCC2)n1	-1.1	i	i
61	CCOC(=O)c1c(-c2ccc(Cl)cc2)c(C#N)c(=O)n(N)c1N	0.4	i	i
62	COc1cccc(-c2cc(C(F)(F)F)n3ncc(C(=O)N4CCc5ccccc5C4)c3n2)c1	-0.4	i	i
63	CCS(=O)(=O)c1nc(S(=O)(=O)c2ccc(C)cc2)c(N2CCC(O)CC2)s1	1.7	i	i
64	CSc1cccc(CNC(=O)C2CCC(=O)N(CCc3ccccn3)C2)c1 (stereo not given)	-0.9	i	i
65	COc1ccc(C2=NN(C(C#N)c3ccc(OC)c(OC)c3)C(c3ccccc3)C2)cc1 (stereo not given)	12	i	i
66	CCCc1cc(=O)[nH]c(SCC(=O)c2cc(C)n(-c3c(C)n(C)n(-c4ccccc4)c3=O)c2C)n1	-0.8	i	i
67	COCCNC(=S)N(CCc1c(C)[nH]c2ccccc12)Cc1ccco1	-6.2	i	i
68	CN(CC(=O)Nc1ccncc1)S(=O)(=O)c1ccccc1	-0.2	i	i
69	C=CCN1CCN(C(c2cccc(OC)c2OC)c2nnnn2CCC(C)C)CC1 (stereo not given)	-1.2	i	i
70	NS(=O)(=O)c1ccc(NC(=O)COc2ccc(S(=O)(=O)N3CCCC3)cc2)cc1	-0.1	i	i
71	CCOc1cccc2cc(C(=O)N3CCc4ccccc4C3)c(=O)oc12	-1.0	i	i
72	O=C(c1ccccc1)c1ccc(-c2ccc(O)cc2)cc1	-2.6	i	i
73	Cc1ccccc1C(=O)NC1CCN(Cc2nnnn2CCc2ccccc2)CC1	-0.3	i	i
74	CS(=O)(=O)c1[nH]nc(-c2cccc(Cl)c2)c1C#N	-0.2	i	i
75	COC(CNC(=O)CCc1c(C)nc2c(-c3ccccc3)c(C)nn2c1C)OC	-1.8	i	i
76	CCOc1ccc(-c2[nH]nc3c2C(c2ccc(O)cc2)C(C#N)=C(N)O3)cc1 (stereo not given)	-1.1	i	i
77	COC(=O)c1cn(-c2ccccc2)nc1-c1ccccc1	-0.9	i	i
78	O=C(c1ccc2ccccc2c1)N1CCN(Cc2ccccc2)CC1	-0.5	i	i
79	CC1(C)CC(NC(=O)c2ccc3c(c2)OCO3)CC(C)(C)N1	0.2	i	i
80	Cc1cccc(OCC(=O)N2CCN(C(=O)c3ccc([N+](=O)[O-])cc3)CC2)c1	-1.5	i	i
81	CCn1ncc(Br)c1C(=O)NC1CCCCCCC1	-1.4	i	i
82	O=C(NCc1cccnc1)c1ccc(Cl)c(S(=O)(=O)Nc2ccccc2C(=O)NCc2cccnc2)c1	0.3	i	i
83	O=C(COc1ccc2c(C(F)(F)F)cc(=O)oc2c1)Nc1ccc(N2CCOCC2)cc1	1.2	i	i
84	COc1ccccc1Oc1coc2cc(O)ccc2c1=O	0.7	i	i

# Retrieved one by one from above:
nr	mol	STK33 kinase inh	CHT PAM	CHT block
73	Cc1ccccc1C(=O)NC1CCN(Cc2nnnn2CCc2ccccc2)CC1	-0.3	i	i
75	COC(CNC(=O)CCc1c(C)nc2c(-c3ccccc3)c(C)nn2c1C)OC	-1.8	i	i
83	O=C(COc1ccc2c(C(F)(F)F)cc(=O)oc2c1)Nc1ccc(N2CCOCC2)cc1	1.2	i	i

# Other structures follow:
nr	mol	STK33 kinase inh	CHT PAM	CHT block
85	CC(=O)Nc1ccc(NC(=O)c2ccccc2CCc2ccccc2)cc1	-1.6	i	i
86	CCC(=O)Nc1c2c(nn1-c1ccc(C)cc1C)CSC2	-0.9	i	i
87	O=c1ccc(-c2ccc(S(=O)(=O)Nc3ccccc3)o2)n[nH]1	1.4	i	i
88	COc1cccc(NC(=O)c2oc3ccccc3c2NC(=O)C2CC2)c1	-1.7	i	i
89	CSc1ccccc1NC(=O)c1ccc(Br)o1	6.1	i	i
90	CCc1cccc2c1NC(=O)C2(O)CC(=O)c1cccs1 (stereo not given)	-0.9	i	i
91	CCN(Cc1ccccc1)Cc1c(F)cccc1F	-2.9	i	i
92	COC(=O)c1ccc(NC(=O)CSc2nnc(COc3ccccc3)n2C)cc1	-0.4	i	i
93	O=c1c2c3c(sc2n2cnnc2n1CCc1ccccc1)CCCC3	1.8	i	i
94	COCC(C)NC(=O)NC1(C(F)(F)F)Oc2ccc(Cl)cc2O1 (stereo not given)	-1.6	i	i
95	Cc1ccccc1C(=O)N/N=C/c1ccc([N+](=O)[O-])s1	-2.2	i	i
96	Cc1cc2ncn(C(=O)c3cc(-c4ccccc4)nc4ccccc34)c2cc1C	-0.5	i	i
97	O=C(NC1(c2ccccc2)CC1)C1CCC(=O)N(Cc2ccc(Cl)cc2)C1 (stereo not given)	-1.1	i	i
98	CC1CCN(C(=O)COC(=O)CNC(=O)C23CC4CC(CC(C4)C2)C3)CC1	-1.8	i	i
99	O=C(CCc1nc2ccccc2c(=O)[nH]1)N1CCN(S(=O)(=O)c2ccccc2Br)CC1	-1.0	i	i
100	CCc1nc2oc3cc(OC)ccc3c(=O)c2c(=O)n1Cc1ccco1	.	i	i
101	O=C(Nc1nccs1)c1ccc(N2CCOCC2)c([N+](=O)[O-])c1	26*	i	i
102	COc1cc(OC)cc(C(=O)N[C@H](C(=O)NCc2ccco2)C(C)C)c1	0.9	i	i
103	CCOc1ccc(OCC(=O)N(C)c2c(N)n(Cc3ccccc3)c(=O)[nH]c2=O)cc1	0.8	i	i
104	O=S(=O)(c1cccc2nsnc12)N1CCOCC1	-2.2	i	i
105	Cc1occc1C(=O)NNC(=O)c1cccc(F)c1	0.2	i	i
106	O=C(CNCCO)N1N=C(c2cccs2)CC1c1cccs1 (stereo not given)	1.3	i	i
107	COc1ccc(C(=O)NC2CC2)cc1OC1CCN(Cc2cnn(C)c2)CC1	0.3	i	i
108	COc1ccccc1OCc1ccc(C(=O)n2nc(C)c(Cl)c2C)o1	0.4	i	i
109	COc1ccc(NC2CCCN(C(=O)CSc3ccncc3)C2)cc1 (stereo not given)	0.1	i	i
110	COc1ccc(C(=O)Nc2ccc3c(c2)nc2n3CCSC2)cc1	1.0	i	i
111	Cc1ccc(C(C(=O)NCc2ccc(F)cc2)N(CCCO)C(=O)C2COc3ccccc3O2)o1 (stereo not given)	0.2	i	i
112	Cn1c(SCn2nnc3ccccc3c2=O)nc2ccccc2c1=O	-1.3	i	i
113	O=C(Nc1ccc(F)cc1)C1CCCN(S(=O)(=O)c2cccc3nonc23)C1 (stereo not given)	-0.4	i	i
114	O=C(Nc1nnc(S(=O)(=O)N2CCOCC2)s1)c1cccc(F)c1	-0.1	i	i
